# Compound activity: PubChem BioAssay, Vanderbilt High Throughput Screening Facility
# Cav3 T inh – blocks human Cav3.2 T-type calcium channel. O95180. Cav3.2-expressing cells, Fluo-4 calcium fluorescence FDSS; hits give low values. B-score at 10 µM. 100,000 compounds, 4% hits. AID 449739;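 active = single-dose well whose peak fluorescence ratio is a statistical outlier from its plate by either plate-standardised score or position-corrected B-score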
# Starred values were filed as active, the others as inactive. An excerpt. The share of hits here may be higher or lower than overall.
compound	Cav3 T inh
C/C(=N\NC(=O)Cc1csc(N2CCOCC2)n1)c1ccccc1	1.1
CC(NC(=O)CCNS(=O)(=O)c1ccc2c(c1)c(=O)n(C)c(=O)n2C)c1ccccc1 (stereo not given)	0.54
COc1ccc(OC)c(-n2nnnc2SCC(=O)Nc2cc(C)ccc2OC)c1	-0.079
CC(C)c1nc(NCc2ccccc2)c(C#N)c2c1CCCC2	-0.1
Cc1cc(OCC(=O)N2CCCC2)cc(C)c1Cl	0.17
Cc1ccc(/C=N/c2sc3c(c2C#N)CCCCC3)o1	0.0021
Cc1ccc(OCc2nnc(SCC(=O)NCc3ccco3)n2C)cc1	0.084
CCOc1ccc(-c2nnc(-c3ccco3)o2)cc1	0.55
CCc1ccc(OCc2nnc(SCCN3CCOCC3)n2CC)cc1	1.7
O=C(Cc1cccc2ccccc12)NNC(=O)c1cccs1	0.89
COC(=O)c1ccc(NC(=O)c2ccc(N(C)S(C)(=O)=O)cc2)cc1	-0.41
O=C1c2cccc3c(Nc4ccccc4Cl)c([N+](=O)[O-])cc(c23)C(=O)N1CCO	-2.2
COc1ccccc1NS(=O)(=O)c1ccc(C)c(C(=O)NCC2CCCO2)c1 (stereo not given)	-0.53
CC(=O)N1CCC(N(CCN2CCOCC2)C(=O)Nc2ccc(Cl)c(Cl)c2)CC1	0.81
COc1ccc(C(=O)/C=C/c2ccc(OC)cc2OC)c(O)c1	-1.7
O=C(Nc1ccccc1F)C1C2C=CC3(O2)C1C(=O)N(c1cccnc1)C3C(=O)NC1CCCCC1 (stereo not given)	-0.05
Cn1c(Sc2nc3ccccc3n2C)nc2ccccc21	-0.42
COc1ccc(NC(=O)CSc2nc(-c3ccc(C)cc3)cc(C(F)(F)F)c2C#N)cc1	-0.22
COc1cc(NC(=O)C2CCCN(S(=O)(=O)c3cnc[nH]3)C2)cc(OC)c1 (stereo not given)	-2.4
O=C(O)C1CCCCC1C(=O)Nc1ccc2c(c1)CCC2 (stereo not given)	0.95
O=C(O)CCSc1nc(C(F)(F)F)cc(=O)n1-c1ccccc1	-0.006
Cc1cc(-c2ccccc2)nc2cc(C(=O)NCc3ccco3)nn12	0.3
O=C(CSc1nnc(-c2cccnc2)o1)c1cc2ccccc2oc1=O	1
O=C(CC1C(=O)NCCN1C(=O)Nc1ccccc1)Nc1ccc2c(c1)OCCO2 (stereo not given)	0.57
O=C(O)CCOc1ccc2c(c1)OCCO2	0.15
OCCN1CCN(CC(O)COc2ccc3ccccc3c2)CC1 (stereo not given)	-1.2
O=C(NCc1nc2ccccc2[nH]1)C1=C[C@@H](c2ccc(Br)cc2)C[C@@H](OCCCCO)O1	-1.1
CNC(=O)Cn1c(=O)n(C)c2ccccc21	0.71
Cc1c(C)n(CC(O)CN2CCCCC2)c2ccccc12 (stereo not given)	1.2
COc1ccc(OCCOC(=O)c2cccc(-n3cnnn3)c2)cc1	0.063

# Rewritten field by field: four of the compounds above
O=C(CC1C(=O)NCCN1C(=O)Nc1ccccc1)Nc1ccc2c(c1)OCCO2 (stereo not given)
  Cav3 T inh: 0.57
O=C(O)CCOc1ccc2c(c1)OCCO2
  Cav3 T inh: 0.15
OCCN1CCN(CC(O)COc2ccc3ccccc3c2)CC1 (stereo not given)
  Cav3 T inh: -1.2
O=C(NCc1nc2ccccc2[nH]1)C1=C[C@@H](c2ccc(Br)cc2)C[C@@H](OCCCCO)O1
  Cav3 T inh: -1.1

# Next part:
compound	Cav3 T inh
CC(C)(C)C(=O)/C=C(\N)c1ccncc1	0.08
Cc1ccc(CNC(=O)CN(Cc2ccccc2)S(C)(=O)=O)cc1	-0.19
Cc1c(-n2c(=S)[nH]c3ccccc3c2=O)c(=O)n(-c2ccccc2)n1C	0.44
COCCN1CN=C(Nc2nc3ccccc3o2)NC1	0.68
CN(Cc1cc2ccccc2[nH]c1=O)C(=O)C1CCCCC1	0.61
O=C1CN2C(=Nc3ccc(Br)cc3C2c2ccccc2)CCN1 (stereo not given)	1.2
CC(C)NC(=O)Cn1c(SCC(=O)N2c3ccccc3CC2C)nc2ccccc21 (stereo not given)	0.2
Fc1ccc(NC(=S)NCCc2ccccc2)c(F)c1F	-2.4
N#CCC(CNc1ncc(C(F)(F)F)cc1Cl)OC(=O)c1ccc(Cl)cc1Cl (stereo not given)	-1.8
CCN1C(=O)NC(c2cc(Br)ccc2OC)C(C(=O)OC)=C1C (stereo not given)	-0.076
Fc1ccccc1COc1ccc(/C=N/n2cnnc2)cc1	0.57
Cc1nc(C(=O)Nc2cc(F)cc(Cl)c2)sc1C1(C)CC(c2ccccc2)=NO1 (stereo not given)	0.76
CCCCCCCC(=O)NN1CCOCC1	-0.63
COc1ccc(C2c3cc(OC)c(OC)cc3CCN2C2CC(=O)N(c3ccccc3)C2=O)cc1OC (stereo not given)	1.1
CCOc1cc(S(=O)(=O)N2CCC(Cc3ccccc3)CC2)c(OCC)cc1-n1cnnn1	-4
CS(=O)(=O)Nc1ccc(C(=O)NCc2cccnc2)cc1	1.4
COc1cccc(C2/C(=C(/O)c3ccccc3)C(=O)C(=O)N2CCCC(=O)O)c1 (stereo not given)	1.4
COc1ccc2c(CC#N)c[nH]c2c1	-0.35
COc1cc2c(cc1NC(=O)Nc1ccccc1)oc1ccccc12	0.21
CCOc1ccc(S(=O)(=O)N2CCCC2)cc1	0.3
Cc1[nH]nc(-c2ccc(O)c(C)c2O)c1-c1cnn(-c2ccccc2)c1	-0.91
Cc1ccc(-c2nc(Nc3ccccc3)n[nH]2)cc1	0.13
O=C(Nn1cnnc1)C(c1ccccc1)c1ccccc1	0.14
C=CCOc1ccc(CNc2nccs2)cc1OC	0.085
COc1ccc(-n2c(SCC(=O)NNC(=O)c3ccccc3C)nnc2-c2ccncc2)cc1	0.87
Cc1cc(Nc2ccc(C)c(Br)c2)n2nc(C)nc2n1	0.13
NC1=NC(c2ccccc2Cl)n2c(nc3ccccc32)N1 (stereo not given)	-0.66
OCCn1nc2c3ccccc3nc-2n(-c2ccccc2)c1=S	-0.22
Cc1cc(-c2nnc(-c3ccccc3)c(-c3ccccc3)n2)c(C)o1	-2.5
Cc1cc2ncn(/N=C/c3ccc(-c4ccccc4)o3)c2cc1C	0.79

# Taken from above.
# Under Cav3 T inh, COc1cc2c(cc1NC(=O)Nc1ccccc1)oc1ccccc12 reads 0.21
# Under Cav3 T inh, CCN1C(=O)NC(c2cc(Br)ccc2OC)C(C(=O)OC)=C1C (stereo not given) reads -0.076

# More records.
compound	Cav3 T inh
COCCOC(=O)C1=C(C)NC(=O)NC1c1c(F)cccc1Cl (stereo not given)	0.42
CSc1nnc(-c2ccc(Cl)cc2Cl)o1	0.27
CCN(CC)CCNC(=O)c1cc2c(-c3ccc(Cl)cc3)nn(C)c2s1	0.98
CCC(OC(=O)c1cccs1)C(=O)NCc1ccco1 (stereo not given)	0.021
O=C(CN1C(=O)c2cccc3cccc1c23)Nc1ccccc1C(=O)NCc1ccco1	-1.4
CCCCC(=O)Nc1ccc(C(=O)OC2CCCCC2)cc1	-4*
CNC(=O)c1cc2cc(OC)ccc2n1CCN(C)C	0.016
O=C(NC1CC2CCC(C1)N2C(=O)NCc1ccccc1)C1CC1 (stereo not given)	0.93
CC(C)CNS(=O)(=O)c1ccc(CCC(=O)NCc2cccnc2)cc1	1.1
C=CCNC(=O)CN(c1cccc(Br)c1)S(C)(=O)=O	-0.11
Cc1ccc(C)c(N2CCN(C(c3ccncc3)c3nnnn3Cc3ccccc3)CC2)c1 (stereo not given)	-1.7
COc1ccccc1NC(=O)COC(=O)c1ccc(S(=O)(=O)NCc2ccco2)cc1	-0.18
O=[N+]([O-])c1cnccc1Nc1ccccc1	-0.12
C=CCn1c(-c2ccccc2)nc(=S)c2c1CC(C)(C)OC2	1.2
CC1(C)CC(=O)C=C(NCCN2CCN(C(=O)Nc3ccc(Cl)c(Cl)c3)CC2)C1	0.69
COc1cccc(/C(O)=C2/C(=O)C(=O)N(c3ccccn3)C2c2ccc(OC)c(OC)c2)c1 (stereo not given)	0.96
COc1ccc(C2=CC3=CC(=O)C(C)(O)C(=O)C3=CO2)cc1 (stereo not given)	-0.62
O=C(O)c1ccc(COc2ccc3c4c(c(=O)oc3c2)CCC4)o1	0.68
COc1ccc(S(=O)(=O)NCc2cn3c(C)csc3n2)cc1F	0.51
CCOCCCNC(=O)c1ccc2c(c1)ncn2C1CCCC1	0.43
Cc1cccc(C2CC(c3ccc(Cl)cc3)Nc3nc(N)nn32)c1 (stereo not given)	-0.18
COC(=O)C1C(c2ccc(OC)c(OC)c2)NC(c2ccc(OC)c(OC)c2)C(C(=O)OC)S1(=O)=O (stereo not given)	-1.1
CCNc1oc(-c2cccc3ccccc23)nc1C#N	-0.0024
Cc1cc(C)n2cc(CSc3nnnn3C)nc2n1	0.044
Cc1[nH]c2ccccc2c1C1(O)C(=O)N(C(C)C)c2ccccc21 (stereo not given)	-2.9
COc1cc(OC)cc(C(=O)Nc2cccc(C(C)=O)c2)c1	1.1
CCn1c(O)c(/C=N/N=C2CCCC2)c2ccc(C3=NNC(=O)CC3)cc21	0.043
CCN1CCN(C(=O)c2ccc(CSc3ccc(C)cc3)cc2)CC1	0.005
CC(C)c1ccc(C(=O)N/N=C/c2cccc(Cl)c2Cl)cc1	-4.8
CC(C)(C)C1CCC2(CC1)Nc1cccc3cccc(c13)N2	-2.4
Cc1ccc(NCCC(=O)c2ccc(Cl)c(Cl)c2)cc1	0.056
CSc1ccccc1C(=O)NC1CCCCC1	0.54
CC(=O)c1c(C)[nH]c(C(=O)OCC(=O)C(C)(C)C)c1C	1.3
Cc1cccc(C)c1-n1nnnc1SCSc1nnnn1-c1c(C)cccc1C	-0.69
COc1cccc(NC(=O)Nc2c(C)n(C)n(-c3ccccc3)c2=O)c1	-0.23
O=C(Cn1cnc2c(nnn2Cc2ccc(Cl)cc2)c1=O)NC1CCCC1	0.26
O=C(NCc1cccs1)C1CCN(S(=O)(=O)c2cccc3cccnc23)CC1	0.16
CCOC(=O)C1=C(C)N(CCCCCC(=O)O)C(=O)NC1c1ccccc1OC(=O)c1cccs1 (stereo not given)	0.99
CCSc1cc(N2CCCC2)nc(-c2ccccc2)n1	-0.2
Cc1ccc(C(c2ccc(C)o2)c2cccc([N+](=O)[O-])c2O)o1	1.7
O=C(NCc1cccs1)c1ccccc1C(=O)NCc1cccs1	-0.34
CC(=O)NCc1ccc2[nH]c(C)cc2c1	-0.14
Fc1cnc(N2CCOCC2)nc1NCc1ccccc1	-2.3
CSc1nc(-c2ccco2)nn1C(=O)c1ccccc1	0.3
Cc1cc(C)cc(-n2cnc3cc(C(=O)O)ccc32)c1	1.4
O=c1c2cc(-c3ccccc3)sc2ncn1/N=C/c1ccco1	-1.8
Cc1[nH]c2ccccc2c1C(=O)CSc1nc2cc(S(=O)(=O)N3CCCCC3)ccc2o1	-3.6
O=C(O)CN(Cc1ccco1)S(=O)(=O)c1ccccc1	-0.12
Cc1nn(-c2ccccc2)c(C)c1NC(=O)COc1ccc2ccccc2c1	-1.8
O=c1cnnc(SCCc2ccccc2)[nH]1	0.71
Cc1csc(=NC(=O)c2ccccc2)n1Cc1ccco1	-1.7
CCOC(=O)N1CCN(c2c(N3CCOCC3)c(=O)c2=O)CC1	0.85
O=C(Nc1cccc(F)c1)C1C2C=CC3(CN(CCCN4CCOCC4)C(=O)C13)O2 (stereo not given)	1.2
Cc1nn(Cc2cccc(C(=O)N3N=C(C(F)F)CC3(O)C(F)F)c2)c(C)c1[N+](=O)[O-] (stereo not given)	-2.2
Cc1ccc(S(=O)(=O)NC2=NCN(Cc3ccccc3)CN2)cc1	-0.0092
COC(=O)c1sc(S(=O)(=O)N2CCCCC2C(=O)O)c(C(=O)OC)c1C (stereo not given)	0.49
CCn1c2ccccc2c2cc(C3C(C#N)=C(N)Oc4n[nH]c(COC)c43)ccc21 (stereo not given)	0.9
COc1ccc(CCNC(=O)C2CCCCC2C(=O)O)cc1OC (stereo not given)	1
CCCCN1C(=O)C(=O)NC[C@@H]1C(C)O (stereo not given in full)	-0.013
COc1cc(-n2c(=O)c3ccccc3n(Cc3ccccc3)c2=O)cc(OC)c1OC	0.4

# The results go on:
compound	Cav3 T inh
c1ccc(-c2nnc(-c3ccco3)o2)cc1	-0.21
C[N+](C)(C)CC/C=C1/c2ccccc2CSc2ccccc21	-0.098
Cn1c2ccccc2c2cc(C(=O)O)ccc21	0.05
Cc1ccc(S(=O)(=O)N(CC(=O)N/N=C/c2cccc3c2OCCO3)c2ccccc2F)cc1	-0.068
COc1ccc(Cn2c(=O)[nH]c3cc(C(=O)NCCCN4CCCC4=O)ccc3c2=O)cc1	0.43
COc1ccc(CNC(=O)C2CCN(S(=O)(=O)N3CCOCC3)CC2)cc1	0.41
C=CCn1c(=O)c2ccccc2n2c(SCc3csc(-c4ccccc4)n3)nnc12	0.48
COc1ccc2[nH]c(=O)c(CN(Cc3ccccc3)Cc3nnnn3CC3CCCO3)cc2c1 (stereo not given)	0.1
O=C(C1CCC1)N1CCc2cc(S(=O)(=O)N3CCCCC3)ccc21	-0.12
O=C(CCn1c(=O)sc2ccccc21)NCCN1CCOCC1	0.089
C=CCn1c(Cc2csc(N)n2)nnc1SCC(=O)Nc1ccc(C(=O)OCC)cc1	-0.32
C#CCOCCOCCOCCNc1nc(N2CCN(C(=O)C([C@@H](C)CC)n3cc(C(N)CO)nn3)CC2)nc(N2CCN(C(=O)[C@H](CCC(=O)O)n3cc(C(N)Cc4ccc(O)cc4)nn3)CC2)n1 (stereo not given in full)	0.11
O=C(CN(c1ccc(F)cc1)S(=O)(=O)c1ccc2c(c1)OCCO2)NCc1cccnc1	0.77
